CHO-K1 Ca ag: M1 agonist counterscreen hit in parental CHO-K1 cells. Fluo-8 calcium fluorescence; scaled to maximal ATP response, vehicle zero. activation, % at 3 µM. 360,000 compounds, 0.48% hits. AID 602248; in the data active = activation above about 15%;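 note: untransfected CHO-K1 host cells lacking M1 receptor as counterscreen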
CHRM4 agonist: agonists of human muscarinic M4 receptor (CHRM4); CHO-K1 hM4/Gqi5, Fluo-8 calcium fluorescence; vehicle 0%, full acetylcholine response 100%; P08173; AID 624127; activation, % at 3 µM; 360,000 compounds, 0.14% hits;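 active = activation above the run mean over all test wells plus 3 SD, cut at about 32% in these data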;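 note: peak over basal fluorescence ratio per well then scaled between controls; 0% = DMSO wells and 100% = acetylcholine at EC100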
CHRM4 antagonist: blocks acetylcholine activation of human M4 receptor; CHO-hM4 cells, ACh EC80, Fluo-8 calcium fluorescence; inhibition, % at 3 µM; 360,000 compounds, 0.73% hits; AID 624125;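 active = inhibition above its plate's cutoff, the mean inhibition of sample wells plus 3 SD, cut at about 27% in these data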;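 note: 0% = acetylcholine EC80 with DMSO and 100% = DMSO without agonist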
CHRM5 agonist: agonists of human muscarinic M5 receptor (CHRM5); activation, % at 3 µM; CHO-K1 hM5 cells, Fluo-8 calcium fluorescence; 0% DMSO wells, 100% maximal acetylcholine response; AID 624037; P08912; 360,000 compounds, 0.19% hits;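 active = activation above the run's mean over test compounds plus 3 SD, cut at about 23% in these data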;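 note: signal is peak over basal fluorescence ratio across the kinetic read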
Target sequence (P08912 whole entry, looked up): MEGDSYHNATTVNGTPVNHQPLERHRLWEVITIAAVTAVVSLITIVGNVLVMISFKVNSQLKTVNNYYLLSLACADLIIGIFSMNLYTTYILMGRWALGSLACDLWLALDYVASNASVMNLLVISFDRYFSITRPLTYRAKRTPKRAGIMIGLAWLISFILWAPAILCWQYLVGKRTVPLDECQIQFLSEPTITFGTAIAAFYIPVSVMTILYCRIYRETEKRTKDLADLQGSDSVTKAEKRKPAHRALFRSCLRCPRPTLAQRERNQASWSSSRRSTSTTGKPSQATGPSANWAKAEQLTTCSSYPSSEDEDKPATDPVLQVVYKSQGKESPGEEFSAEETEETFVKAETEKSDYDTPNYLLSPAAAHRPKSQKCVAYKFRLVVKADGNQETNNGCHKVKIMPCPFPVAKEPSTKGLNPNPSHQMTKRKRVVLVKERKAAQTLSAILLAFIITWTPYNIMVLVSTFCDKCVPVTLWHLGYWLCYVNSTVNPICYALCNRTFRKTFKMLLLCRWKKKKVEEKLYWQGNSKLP
CHRM5 antagonist: antagonists of human muscarinic M5 receptor (CHRM5). P08912. CHO-hM5 cells, Fluo-8 calcium fluorescence, ACh EC80. inhibition, % at 3 µM. 360,000 compounds, 0.59% hits;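 active = inhibition above a per-plate cutoff, the mean of that plate's test compounds plus 3 SD, cut at about 27% in these data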;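 note: 0% = acetylcholine EC80 with DMSO and 100% = DMSO without agonist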
CHO-K1 Ca antag: nonselective inhibitor or artifact in parental CHO-K1 cells | ATP-induced calcium, Fluo-8 fluorescence | inhibition, % at 3 µM | 360,000 compounds, 0.6% hits | AID 602250;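 active = inhibition above a per-plate cutoff, the plate's mean sample inhibition plus 3 SD, cut at about 24% in these data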;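 note: 0% = DMSO plus EC80 ATP and 100% = DMSO alone without ATP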
M4 PAM: CHRM4 positive allosteric modulation. activation, % at 3 µM. CHO-K1 hM4/Gqi5, Fluo-8 calcium fluorescence, ACh EC20; 0% = ACh EC20, 100% = maximal ACh. 360,000 compounds, 0.4% hits. P08173;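 active = activation above its plate's cutoff, the mean activation of sample wells plus 3 SD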; note: some results filed as inactive read as strong as hits
M1 PAM parental: counter-screen for M1 PAMs: effect in parental CHO-K1 cells; ATP EC20, Fluo-8 calcium fluorescence; 0% at ATP EC20, 100% at ATP max; activation, % at 3 µM; 360,000 compounds, 0.02% hits; AID 602247;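 active = activation above the run cutoff, the mean activation of all test compounds plus 3 SD, cut at about 40% in these data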;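 note: peak over basal fluorescence ratio in a 140 s read after ATP addition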
M5 PAM: CHRM5 positive allosteric modulation; CHO-K1 hM5, Fluo-8 calcium, ACh EC20 PAM; 0% = ACh EC20, 100% = ACh EC100; activation, % at 3 µM; P08912; 360,000 compounds, 0.3% hits;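 active = activation above the run cutoff, the mean activation of all test compounds plus 3 SD, cut at about 18% in these data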
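system = human M5 receptor in CHO-K1 cells | compound = one concentration, 3 µM final (nominal) | schedule = Post-acetylcholine fluorescence recording 140 s | signal = Fluo-8 calcium dye fluorescence, kinetic read | benchmarks = low control EC20 acetylcholine (0%), high control EC100 acetylcholine (100%) | repeats = singlicate, one well per test compound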
The depositor's hits bear a star.

cpd | SMILES | CHO-K1 Ca ag | CHRM4 agonist | CHRM4 antagonist | CHRM5 agonist | CHRM5 antagonist | CHO-K1 Ca antag | M4 PAM | M1 PAM parental | M5 PAM
1 | CCOC(=O)C1=CCN(S(=O)(=O)c2ccccc2F)C1c1cccc(F)c1 (stereo unspecified) | 2.1 | 4 | -9 | -4 | -3 | 8 | -4 | 1 | 2
2 | Nc1nc2n(n1)C(=O)CC(c1ccccc1)N2 (stereo unspecified) | -0.1 | 2 | -26 | -2 | 0 | -13 | 8 | -8 | 3
3 | Cc1ccc(C)c(C(=O)COC(=O)CCN2C(=O)C3C4CCC(C4)C3C2=O)c1 (stereo unspecified) | 3.4 | 3 | -14 | -2 | -3 | -4 | 10 | 14 | 5
4 | CCc1ccc(NC(=O)C2(C)Cc3ccccc3C(=O)O2)cc1 (stereo unspecified) | 1.2 | 2 | -4 | -3 | -4 | -5 | 3 | 0 | -8
5 | Cc1cnc(NC(=O)c2cncc(Br)c2)s1 | 0.1 | 1 | -5 | -9 | -2 | -4 | 20* | 25 | 2
6 | Cc1ccc(S(=O)(=O)c2nnn3c2nc(Nc2cccc(C)c2)c2ccccc23)cc1 | 0.2 | 0 | -7 | -4 | -6 | 3 | 1 | 5 | 4
7 | COc1ccc(-c2n[nH]c(C)c2-c2ccc(OC)c(OC)c2)c(O)c1 | 0.3 | 0 | -12 | 29* | -3 | 20 | 10 | 0 | 3
8 | CCCN(CCC)C(=O)c1ccc2c(c1)N(CC)C(=O)c1ccccc1S2(=O)=O | 0.2 | 1 | -4 | -7 | -2 | -4 | -7 | -10 | -4
9 | O=C(NN1C(=O)C2C3C=CC(C4CC34)C2C1=O)c1ccc(Cl)cc1Cl (stereo unspecified) | 0.4 | 2 | 0 | 2 | 1 | -7 | -1 | 9 | 0
10 | CCOC(=O)c1cnn(-c2cc(Oc3ccccc3C)ncn2)c1N | -0.2 | 0 | -4 | 0 | -6 | -12 | -2 | 4 | -5
11 | COc1ccc(C(=O)/C=C/Nc2ccc(S(N)(=O)=O)cc2)cc1OC | 1.0 | 3 | -18 | 1 | -8 | -19 | 9 | 14 | 7
12 | COc1ccc(-n2nc(C(=O)NCC(=O)N3CCN(c4cccc(Cl)c4)CC3)c3ccccc3c2=O)c(OC)c1 | 0.1 | 0 | -6 | 0 | 9 | -4 | -2 | 0 | -6
13 | CCCS(=O)(=O)NC(=O)C1(C)CCN(C(=O)c2cc(F)cc(F)c2)C1 (stereo unspecified) | 0.1 | 1 | -6 | 0 | 3 | -1 | 7 | 8 | -2
14 | CC(C)Oc1ccccc1C(=O)NC(CO)C(=O)O (stereo unspecified) | 3.6 | 11 | 16 | 4 | 19 | 7 | 7 | 7 | -16
15 | NC(=O)c1ccc(NC(=O)c2cnc3ccccc3n2)cc1 | 0.4 | 3 | -10 | 2 | 10 | -12 | -8 | 19 | -2

Following part.
cpd | SMILES | CHO-K1 Ca ag | CHRM4 agonist | CHRM4 antagonist | CHRM5 agonist | CHRM5 antagonist | CHO-K1 Ca antag | M4 PAM | M1 PAM parental | M5 PAM
16 | COc1cccc(N=c2oc3ccccc3cc2-c2nc3ccccc3[nH]2)c1 | 1.3 | 5 | -2 | -1 | -2 | -6 | 5 | 19 | -7
17 | COc1ccc(COC(=O)Oc2ccc(CNC(C)=O)cc2OC)c([N+](=O)[O-])c1 | 2.6 | 6 | -4 | 8 | 4 | -7 | -2 | 14 | 0
18 | COc1ccc(-c2cc(-n3c(C(F)(F)F)nc4ccccc43)n(CCC#N)n2)cc1 | 0.3 | -1 | -9 | -11 | -1 | 5 | 4 | 15 | 10
19 | NS(=O)(=O)c1ccc2ccccc2c1 | 0.2 | 0 | -6 | -1 | 3 | -1 | -6 | 4 | -4
20 | Cc1ccc2nc(C(O)C(O)c3nc4ccc(C)cc4[nH]3)[nH]c2c1 (stereo unspecified) | 0.0 | 1 | -6 | 10 | -3 | -1 | 24 | -6 | -1
21 | c1ccc(-c2onc(-c3ccco3)c2-c2ccc3c(c2)OCO3)cc1 | 0.1 | -1 | -15 | -6 | 13 | -15 | -4 | 9 | -3
22 | COc1cccc(N2CCN(Cc3nc(N)nc(Nc4ccccc4OC)n3)CC2)c1 | 0.1 | 1 | -9 | -12 | 4 | -2 | 3 | 12 | -2
23 | COc1cccc(C(=O)/C=C/Nc2ccc(S(=O)(=O)Nc3ncccn3)cc2)c1 | -0.1 | 0 | 9 | -1 | -3 | 2 | -6 | 5 | 0
24 | COc1cc(CC(NC(C)=O)C(=O)NC2CCN(c3nc(C)cc(C)c3C#N)CC2)cc(OC)c1 (stereo unspecified) | -0.3 | 0 | 2 | -2 | -5 | 18 | 7 | -4 | 0
25 | CN(c1ccccc1)c1nc(N)c([N+](=O)[O-])c(NCc2ccccc2)n1 | 0.1 | -1 | -5 | 1 | -11 | -8 | 15 | 6 | 7
26 | O=C(CCl)Nc1cccc(CP(=O)(c2ccccc2)c2ccccc2)c1 | -0.2 | 1 | -6 | -3 | 3 | 17 | 2 | -20 | 2

Record cards (already shown). Order of values: CHO-K1 Ca ag, CHRM4 agonist, CHRM4 antagonist, CHRM5 agonist, CHRM5 antagonist, CHO-K1 Ca antag, M4 PAM, M1 PAM parental, M5 PAM
Profile of `COc1ccc(-c2n[nH]c(C)c2-c2ccc(OC)c(OC)c2)c(O)c1` = 0.3, 0, -12, 29*, -3, 20, 10, 0, 3
Profile of `COc1ccc(-c2cc(-n3c(C(F)(F)F)nc4ccccc43)n(CCC#N)n2)cc1` = 0.3, -1, -9, -11, -1, 5, 4, 15, 10
Profile of `c1ccc(-c2onc(-c3ccco3)c2-c2ccc3c(c2)OCO3)cc1` = 0.1, -1, -15, -6, 13, -15, -4, 9, -3
Profile of `O=C(NN1C(=O)C2C3C=CC(C4CC34)C2C1=O)c1ccc(Cl)cc1Cl` (stereo unspecified) = 0.4, 2, 0, 2, 1, -7, -1, 9, 0
Profile of `CCCN(CCC)C(=O)c1ccc2c(c1)N(CC)C(=O)c1ccccc1S2(=O)=O` = 0.2, 1, -4, -7, -2, -4, -7, -10, -4

3 compounds already listed, ordered by their value in CHRM4 antagonist, high to low:
cpd	Compound	CHRM4 agonist	CHRM4 antagonist	CHRM5 agonist	CHRM5 antagonist	M4 PAM	M5 PAM
19	NS(=O)(=O)c1ccc2ccccc2c1	0	-6	-1	3	-6	-4
22	COc1cccc(N2CCN(Cc3nc(N)nc(Nc4ccccc4OC)n3)CC2)c1	1	-9	-12	4	3	-2
21	c1ccc(-c2onc(-c3ccco3)c2-c2ccc3c(c2)OCO3)cc1	-1	-15	-6	13	-4	-3
